ABCG2 inh: ABCG2 efflux pump inhibitors, primary screen, multiplex with ABCB1, IgMXP3 cells, flow cytometry | AID 1325, 2008 | JC-1 efflux | inhibition, % at 6.6 µM | 190,000 tested, 0.1% active | Broad substrate specificity ATP-binding cassette transporter ABCG2 (Homo sapiens), Q9UNQ0;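 active = inhibition above 80%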;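 note: 0% = DMSO and 100% = nicardipine control wells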
Target sequence (Q9UNQ0 whole entry, looked up): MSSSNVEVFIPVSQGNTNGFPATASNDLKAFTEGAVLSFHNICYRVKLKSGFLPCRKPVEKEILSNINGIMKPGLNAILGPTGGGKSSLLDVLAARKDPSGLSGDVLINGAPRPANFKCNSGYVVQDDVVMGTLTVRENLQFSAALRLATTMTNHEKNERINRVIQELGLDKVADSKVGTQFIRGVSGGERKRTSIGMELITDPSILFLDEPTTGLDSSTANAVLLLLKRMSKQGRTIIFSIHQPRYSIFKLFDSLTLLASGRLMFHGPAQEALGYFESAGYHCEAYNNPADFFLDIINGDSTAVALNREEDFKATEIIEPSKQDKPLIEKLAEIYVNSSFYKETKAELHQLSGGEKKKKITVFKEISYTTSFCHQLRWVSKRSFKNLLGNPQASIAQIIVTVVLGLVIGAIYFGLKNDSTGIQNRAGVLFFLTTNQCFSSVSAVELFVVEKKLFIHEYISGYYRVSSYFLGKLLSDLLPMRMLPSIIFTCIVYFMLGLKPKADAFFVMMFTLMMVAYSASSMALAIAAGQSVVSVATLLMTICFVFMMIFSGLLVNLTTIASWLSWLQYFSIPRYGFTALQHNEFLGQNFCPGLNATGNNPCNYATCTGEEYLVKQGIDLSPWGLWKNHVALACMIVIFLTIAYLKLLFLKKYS
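Test system: IgMXP3 (ABCG2) plus far-red-tagged CCRF-Adr (ABCB1) cells / Amount: 3 million cells/mL in well / Reagent: JC-1 transporter substrate / Timing: 10 min compound exposure, 25 °C / Signal: flow cytometry, 530 nm JC-1 signal / Read-out: percent efflux inhibition, scaled nicardipine 100% to DMSO 0% / Benchmarks: nicardipine as high control, DMSO as low control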
Bim-Bcl-B: inhibitors of Bim-Bcl-B binding, primary screen, biochemical, multiplexed, human Bcl-2 family. AID 951, 2007. Bcl-2-like protein 10 (Homo sapiens), Q9HD36. inhibition, % at 10 µM. 190,000 tested, 0.073% active. bead-based flow cytometry, Bim peptide-Bcl-B binding;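 note: 0% = tracer peptide without compound and 100% = reference inhibitor peptide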
Bim-Bcl-2: inhibitors of Bim-Bcl-2 binding, primary screen, biochemical, multiplexed, human Bcl-2 family. Apoptosis regulator Bcl-2 (Homo sapiens), P10415. Bead-based flow cytometry, Bim peptide-Bcl-2 binding. inhibition, % at 10 µM. 190,000 tested, 0.06% active. AID 950, 2007; in the data active = inhibition above about 40%; inconclusive = no clear call, values can overlap the other calls;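 note: 0% = no compound wells with probe peptide and 100% = reference peptide inhibitor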
RGS8-Gao: RGS8-Galphao binding modulators, primary screen, biochemical, multiplexed bead flow cytometry; Guanine nucleotide-binding protein G(o) subunit alpha (Homo sapiens), P09471; actives lie on both sides; response (percent of control binding), % at 10 µM; 220,000 tested, 0.34% active; in the data active = response below about 60% or above about 140%; inactive = in between;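 note: Galphao activated as the GDP aluminium fluoride complex binding bead-coupled RGS8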
Bim-Bcl-XL: inhibitors of Bim-Bcl-XL binding, primary screen, biochemical, multiplexed, bead flow cytometry, human Bcl-XL | Bcl-2-like protein 1 (Homo sapiens), Q07817 | Bim peptide-Bcl-XL binding, fluorescence | inhibition, % at 10 µM | 190,000 tested, 0.04% active | AID 1007, 2008
RGS7-Gao reg: RGS7-Galphao binding modulators, primary screen, biochemical, multiplexed bead flow cytometry | Guanine nucleotide-binding protein G(o) subunit alpha (Homo sapiens), P09471 | actives lie on both sides | binding response (% of control), % at 10 µM | 220,000 tested, 0.35% active; in the data active = binding response below about 49% or above about 150%; inconclusive = no clear call, values can overlap the other calls; inactive = in between;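 note: fluorescent Galphao held in activated GDP-AlF4 state binding bead-coupled RGS7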
ABCB1 inh: ABCB1 efflux pump inhibitors, primary screen, cell-based, multiplex, flow cytometry, ABCG2 counter-screen. CCRF-Adr cells, JC-1 efflux. inhibition, % at 6.6 µM. 190,000 tested, 0.067% active. AID 1326, 2008; in the data active = inhibition above about 40%;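 note: 0% = vehicle and 100% = reference inhibitor; higher value means more JC-1 retained so stronger ABCB1 efflux block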
Mcl-1 Bim block: inhibitors of Bim peptide binding to Mcl-1, primary screen, biochemical, bead-based flow cytometry, multiplex; Induced myeloid leukemia cell differentiation protein Mcl-1 (Homo sapiens), Q07820; Bim peptide-Mcl-1 binding; inhibition, % at 10 µM; 190,000 tested, 0.1% active; AID 1009, 2008;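 note: 0% = no compound tracer wells and 100% = peptide blocker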
Bim-Bfl-1: inhibitors of Bim binding to Bfl-1, primary screen, biochemical, multiplexed, bead-based flow cytometry; 190,000 tested, 0.12% active; inhibition, % at 10 µM; Bcl-2-related protein A1 (Homo sapiens), Q16548; Bim-Bfl-1 binding inhibition;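 note: 0% = wells without compound plus tracer and 100% = blocker peptide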
Bcl-W Bim block: inhibitors of Bim binding to Bcl-W, primary screen, biochemical, multiplexed, bead-based flow cytometry. Bcl-2-like protein 2 (Homo sapiens), Q92843. Bim peptide-Bcl-W binding. inhibition, % at 10 µM. 190,000 tested, 0.02% active. AID 952, 2007;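 note: 0% = bound tracer without compound and 100% = peptide blocker; higher means less fluorescent Bim peptide bound to Bcl-W beads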
Target sequence (Q92843 whole entry, looked up): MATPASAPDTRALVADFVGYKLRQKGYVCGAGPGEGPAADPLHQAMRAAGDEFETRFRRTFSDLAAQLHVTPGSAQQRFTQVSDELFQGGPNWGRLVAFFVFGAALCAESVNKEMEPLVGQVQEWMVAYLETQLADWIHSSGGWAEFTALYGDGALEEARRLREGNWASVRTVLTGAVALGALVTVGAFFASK
RGS4-Gao reg: modulators of RGS4 binding to Galphao, primary screen, biochemical, multiplexed bead flow cytometry; 220,000 tested, 0.33% active; binding response (% of control), % at 10 µM; Guanine nucleotide-binding protein G(o) subunit alpha (Homo sapiens), P09471; actives lie on both sides; in the data active = binding response below about 49% or above about 150%; inactive = in between;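 note: fluorescent Galphao activated with aluminum fluoride binding bead-coupled RGS4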
Numbers without * were called inactive; ? = inconclusive. Cut-off read from the data, not from the text of the source, unless noted: active = inhibition above about 40%.

structure	ABCG2 inh	Bim-Bcl-B	Bim-Bcl-2	RGS8-Gao	Bim-Bcl-XL	RGS7-Gao reg	ABCB1 inh	Mcl-1 Bim block	Bim-Bfl-1	Bcl-W Bim block	RGS4-Gao reg
Cc1cc(C)nc(N(C#N)Cc2cccc([N+](=O)[O-])c2)n1	5	-3	-4	102	1	107	-0.6	1	-2	-5	100
COc1cc(/C=C(\NC(C)=O)C(=O)Nc2ccc(NC(C)=O)cc2)ccc1OC(C)=O	11	-5	1	106	-4	103	1.4	-3	0	-1	102
Cc1cc(C(=O)COC(=O)Cn2cnc3c2c(=O)n(C)c(=O)n3C)c(C)n1C	5	6	-2	97	0	95	1.3	2	-6	3	97
Cc1cc(C)cc(OCC(=O)NNC(=O)c2ccoc2C)c1	0	-10	-6	103	-13	100	0.0	-2	-15	-1	102
CN(Cc1cnn(C)c1)Cc1nc(Cc2ccccc2Cl)no1	3	0	-1	101	0	96	1.0	0	-6	-1	99
O=S(=O)(NCc1ccccn1)c1ccc(Cl)s1	2	-2	-1	97	-1	101	0.4	-1	-8	1	101
CC(=O)OCP(C)(=O)COC(C)=O	4	-8	-8	101	-5	106	0.3	-2	-8	0	99
Cc1ccc2cc(CCNC(=O)c3cccc([N+](=O)[O-])c3)c(=O)[nH]c2c1	12	3	0	105	0	98	3.8	1	1	0	105
COc1ccc(/C=N/NS(=O)(=O)c2ccccc2)cc1OC(=O)c1ccc(C)cc1	0	0	0	97	0	94	-0.3	0	0	0	95
Cc1ccc(-c2nc(C#N)c(N3CCCCC3)o2)cc1	-3	-6	-6	101	-5	104	-1.6	0	-9	3	104
O=C(CSc1ncn[nH]1)Nc1cc(S(=O)(=O)N2CCCC2)ccc1Cl	-2	-1	2	98	-5	?	-0.2	-2	4	0	97
O=C(C1CCN(S(=O)(=O)N2CCC3(CC2)OCCO3)CC1)N1CCc2ccccc2C1	2	-11	-6	106	-4	105	0.6	-1	-7	0	102
CC1CCc2sc3nc(N4CCN(CCO)CC4)n4ncnc4c3c2C1 (stereo not drawn)	3	-12	-9	107	-8	106	0.5	-4	-12	-1	109
CC(C)NC(=O)NC(=O)COC(=O)c1ccc(NC(=O)CC#N)cc1	0	-5	0	101	-2	105	0.3	-1	-1	1	99
CN1C(=O)N(c2cccc3ccccc23)C(n2cncn2)C1(C)C (stereo not drawn)	1	-4	-7	98	3	98	0.3	1	-10	6	99
CCOc1ccc(-c2cc(CCCC(=O)NCc3ccc(C)cc3)no2)cc1	0	-5	-7	102	0	101	-1.9	0	-7	2	103
COc1ccc2[nH]c(=O)c(CN(CCCN(C)C)C(=O)Nc3ccccc3)cc2c1	1	0	3	113	-3	101	0.3	0	1	0	103
COc1ccc(N2C(N)=NC(N)=NC23CCCC3)cc1	5	-8	-11	100	-6	102	0.8	-3	-19	-2	104
FCCCOc1ccc(-c2nccc(-c3ccc(Br)cc3)n2)cc1	5	-15	-11	98	-17	97	0.6	-6	-16	-3	98
CCN(CC)C(=O)CSc1nc2[nH]ncc2c(=O)[nH]1	2	0	-1	100	1	94	0.4	5	-2	-1	97
O=C1CCCC2=C1C(O)(C(F)(F)F)C(=O)N2Cc1ccccc1 (stereo not drawn)	14	-8	-13	106	-10	102	-0.1	-4	-18	-2	101
Cc1cc2nc(C3CCCN(C(=S)Nc4ccccc4C)C3)[nH]c2cc1C (stereo not drawn)	7	-6	-4	106	-5	98	0.1	9	2	-5	97
O=C(CN1CCOCC1)Nc1ccc(S(=O)(=O)N2CCCCCC2)cc1	1	-5	-9	103	-3	106	0.8	-1	-14	1	104
O=C(c1cccs1)C1C(c2ccc(Br)cc2)NC(=S)NC1(O)C(F)(F)F (stereo not drawn)	0	4	4	88	-6	97	-0.1	-5	7	-2	101
O=C(NCCc1cccc(Cl)c1)c1cccnc1	2	-9	-12	99	-2	102	-0.2	-2	-13	0	92
Cc1c(C(=O)NCc2ccc3c(c2)OCO3)oc2ccc(S(=O)(=O)N3CCCCCC3)cc12	6	3	11	101	11	99	1.7	8	9	7	100
N/C(=N\OC(=O)c1cccc([N+](=O)[O-])c1)c1ccccn1	2	-4	-3	107	0	101	0.4	2	-7	0	105
COc1cc(/C=C/C(=O)O)cc(S(=O)(=O)N2CCc3ccccc32)c1OC	1	-6	-6	96	-2	87	0.0	-3	-8	-3	95
Cc1ccc(C(C(=O)NC(C)(C)C)N(Cc2ccco2)C(=O)Cn2nnc(-c3cccs3)n2)cc1 (stereo not drawn)	3	-11	-5	100	-9	96	3.4	-8	-6	-6	100
COc1ccc(-c2nnc3sc(-c4ccco4)nn23)cc1OC	3	0	-2	101	-1	93	1.3	0	0	0	95

Given as labelled records: entries from further up.
O=C(c1cccs1)C1C(c2ccc(Br)cc2)NC(=S)NC1(O)C(F)(F)F (stereo not drawn)
  ABCG2 inh = 0 | Bim-Bcl-B = 4 | Bim-Bcl-2 = 4 | RGS8-Gao = 88 | Bim-Bcl-XL = -6 | RGS7-Gao reg = 97 | ABCB1 inh = -0.1 | Mcl-1 Bim block = -5 | Bim-Bfl-1 = 7 | Bcl-W Bim block = -2 | RGS4-Gao reg = 101

O=C(NCCc1cccc(Cl)c1)c1cccnc1
  ABCG2 inh = 2 | Bim-Bcl-B = -9 | Bim-Bcl-2 = -12 | RGS8-Gao = 99 | Bim-Bcl-XL = -2 | RGS7-Gao reg = 102 | ABCB1 inh = -0.2 | Mcl-1 Bim block = -2 | Bim-Bfl-1 = -13 | Bcl-W Bim block = 0 | RGS4-Gao reg = 92

Cc1c(C(=O)NCc2ccc3c(c2)OCO3)oc2ccc(S(=O)(=O)N3CCCCCC3)cc12
  ABCG2 inh = 6 | Bim-Bcl-B = 3 | Bim-Bcl-2 = 11 | RGS8-Gao = 101 | Bim-Bcl-XL = 11 | RGS7-Gao reg = 99 | ABCB1 inh = 1.7 | Mcl-1 Bim block = 8 | Bim-Bfl-1 = 9 | Bcl-W Bim block = 7 | RGS4-Gao reg = 100

N/C(=N\OC(=O)c1cccc([N+](=O)[O-])c1)c1ccccn1
  ABCG2 inh = 2 | Bim-Bcl-B = -4 | Bim-Bcl-2 = -3 | RGS8-Gao = 107 | Bim-Bcl-XL = 0 | RGS7-Gao reg = 101 | ABCB1 inh = 0.4 | Mcl-1 Bim block = 2 | Bim-Bfl-1 = -7 | Bcl-W Bim block = 0 | RGS4-Gao reg = 105

(next part)
structure	ABCG2 inh	Bim-Bcl-B	Bim-Bcl-2	RGS8-Gao	Bim-Bcl-XL	RGS7-Gao reg	ABCB1 inh	Mcl-1 Bim block	Bim-Bfl-1	Bcl-W Bim block	RGS4-Gao reg
CCN1C(=O)/C(=C/c2ccc(C)s2)NC1=S	-1	-16	2	97	3	97	-0.3	9	0	5	99
NC(=O)CNC1CC(=O)N(CCc2ccccc2)C1=O (stereo not drawn)	1	-7	-14	100	-4	104	0.6	4	-14	0	103
CC(=O)Nc1nc(-c2ccc(Br)s2)cs1	2	-4	-7	101	-3	104	0.5	-2	-12	5	101
CCn1cc(C(=O)NCCCOC)c(=O)c2cc(S(=O)(=O)N(C)C)ccc21	2	-6	-9	94	-12	97	-0.1	-9	-10	-5	99
CCN(CC)S(=O)(=O)c1cccc(NC(=O)Nc2cccc(C(F)(F)F)c2)c1	17	-4	-2	103	-4	101	-0.7	0	-5	-4	101
CN(CC(=O)Nc1ccc(S(=O)(=O)N2CCCC2)cc1)Cc1ccc(Cl)cc1Cl	3	-2	-4	103	-4	98	0.3	-1	0	0	103
COC(=O)CSc1nnc(CNS(=O)(=O)c2ccc(Cl)cc2)n1C	1	2	0	87	-3	97	0.3	0	1	1	99
O=C(C1CC1)N1CCc2cc(Br)cc(S(=O)(=O)NC3CCCCC3)c21	9	-1	-2	107	0	105	2.1	1	-4	-1	112
CCN(CC)S(=O)(=O)c1ccc(N2CCOCC2)c(NC(=O)CC23CC4CC(CC(Br)(C4)C2)C3)c1	-10	-6	-6	99	-7	107	1.0	-4	0	-4	103
COc1ccc(CNC(=S)Nc2ccc(F)c(Cl)c2)cc1	1	-4	-5	106	-3	107	0.4	-3	-6	-2	108
